Source: PubChem (several laboratories)
Neddyl block: inhibitors of human cullin neddylation | calls only at 25 µM | AID 651699 | TR-FRET cullin neddylation, biochemical | hit rate 0.58% among 360,000 | P61081+Q13564; in the data active = inhibition above about 36%
CSN deneddyl inh: CSN deneddylation inhibition; Q92905; Purified CSN, SCF-Nedd8-OG deneddylation, fluorescence polarization; inhibition, % at 12.5 µM; hit rate 0.38% among 360,000; AID 651999;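 active = pattern-corrected inhibition above about 35%, with an unprinted fluorescence ratio check between 0.5 and 1.5, limit read from the data, passing the limit was not always enough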;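 note: 0% = enzyme with substrate and 100% = substrate without enzyme; some results filed as inactive read as strong as hits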
Target sequence (Q92905 whole entry, looked up, one chain of several): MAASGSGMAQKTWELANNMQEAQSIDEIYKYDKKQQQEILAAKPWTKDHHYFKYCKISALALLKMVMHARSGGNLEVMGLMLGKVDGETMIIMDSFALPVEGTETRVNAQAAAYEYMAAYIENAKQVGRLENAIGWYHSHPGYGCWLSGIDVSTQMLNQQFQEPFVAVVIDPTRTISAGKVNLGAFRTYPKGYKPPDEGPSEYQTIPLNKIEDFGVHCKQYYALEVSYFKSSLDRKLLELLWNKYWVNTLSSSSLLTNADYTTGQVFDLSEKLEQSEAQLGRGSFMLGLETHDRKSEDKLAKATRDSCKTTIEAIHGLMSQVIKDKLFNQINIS
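Assay system: HEK293T-derived human Csn5 enzyme; quantity: 0.24 nM enzyme; medium: Tris/NaCl/DTT buffer, pH 7.5; also added: substrate SCFSkp2-Nedd8OG, 10 nM; doses: 12.5 µM compound; schedule: 90 min reaction at room temperature; signal: FP; read-out: % inhibition of substrate cleavage by Csn5; benchmarks: substrate-only high control, full reaction low control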
MsrA act: activators of bovine methionine sulfoxide reductase A | purified bovine MsrA, absorbance read-out | activation, % at 10.6 µM | hit rate 0.3% among 360,000 | AID 602163; in the data active = activation above about 7.5%;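 note: 0% = vehicle and 100% = reference activator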
TbMetRS inhib: Trypanosoma brucei MetRS inhibition. hit rate 0.4% among 360,000. inhibition, % at 11.9 µM. purified T. brucei MetRS, ATP depletion, Kinase-Glo luminescence;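 active = inhibition above a per-plate cutoff of the control wells' mean inhibition plus 3 SD, cut at about 5.5% in these data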;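 note: 0% = DMSO wells median and 100% = median of wells with control inhibitor compound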
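Material – parasite MetRS enzyme · Medium – HEPES-MgCl2-KCl buffer plus DTT, spermine, BSA, pyrophosphatase · Reagent – ATP, methionine and E. coli bulk tRNA substrates · Times – 15 min enzyme-compound preincubation, 2 h reaction, 10 min detection, 25 °C · Measured by – luminescence of leftover ATP · Evaluation – percent inhibition relative to median high and low control wells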
Rin1 Abl inh: blocks binding of human Rin1 to Abl. inhibition, % at 7.35 µM. TR-FRET Rin1/Abl binding, biochemical. P00519+Q13671. hit rate 0.4% among 360,000. AID 588664; in the data active = inhibition above about 5%, passing the limit was not always enough
MsrA inh: inhibits bovine methionine sulfoxide reductase A; hit rate 0.75% among 360,000; inhibition, % at 15.5 µM; purified bovine MsrA, absorbance read-out; in the data active = inhibition above about 4.5%;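 note: 0% = vehicle wells with enzyme and 100% = reference inhibitor wells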
eLon inh: inhibits E. coli Lon protease | hit rate 0.42% among 360,000 | AID 602123 | P0A9M0 | purified E. coli Lon protease, fluorescence polarization | inhibition, % at 7.94 µM; in the data active = inhibition above about 13%, passing the limit was not always enough;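 note: 0% = enzyme with probe and DMSO and 100% = no enzyme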
Target sequence (P0A9M0 whole entry, looked up): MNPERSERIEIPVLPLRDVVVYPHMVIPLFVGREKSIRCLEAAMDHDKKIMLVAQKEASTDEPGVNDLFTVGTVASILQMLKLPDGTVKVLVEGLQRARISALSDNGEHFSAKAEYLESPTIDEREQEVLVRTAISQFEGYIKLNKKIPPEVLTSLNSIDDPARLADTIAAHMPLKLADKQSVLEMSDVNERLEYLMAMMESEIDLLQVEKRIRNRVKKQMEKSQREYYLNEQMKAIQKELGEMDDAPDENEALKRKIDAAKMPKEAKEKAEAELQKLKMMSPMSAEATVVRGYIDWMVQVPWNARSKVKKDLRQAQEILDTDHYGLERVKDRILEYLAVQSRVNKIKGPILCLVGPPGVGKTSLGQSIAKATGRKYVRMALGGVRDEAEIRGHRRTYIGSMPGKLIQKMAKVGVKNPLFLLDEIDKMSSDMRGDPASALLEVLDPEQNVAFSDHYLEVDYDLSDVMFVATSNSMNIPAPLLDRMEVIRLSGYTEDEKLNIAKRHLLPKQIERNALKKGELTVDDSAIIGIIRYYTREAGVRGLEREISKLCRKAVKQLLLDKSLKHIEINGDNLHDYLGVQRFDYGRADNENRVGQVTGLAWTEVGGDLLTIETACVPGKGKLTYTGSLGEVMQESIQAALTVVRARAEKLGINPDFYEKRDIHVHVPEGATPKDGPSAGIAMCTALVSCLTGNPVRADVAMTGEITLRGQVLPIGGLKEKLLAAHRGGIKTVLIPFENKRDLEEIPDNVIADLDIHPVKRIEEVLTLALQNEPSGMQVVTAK
FAS TE block: blocks the thioesterase domain of human fatty acid synthase; P49327; recombinant FAS-TE, OMFH fluorogenic substrate, fluorescence endpoint; inhibition, % at 15 µM; hit rate 0.67% among 360,000;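 active = compounds whose normalised, plate-corrected inhibition of enzyme fluorescence in the single-dose primary screen is 50% or more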;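 note: 0% = DMSO with enzyme and 100% = substrate without enzyme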
PABP1 MLLE inh: blocks PAM2 peptide binding to the PABP1 MLLE domain. GST-MLLE / FITC-PAM2 fluorescence polarization. AID 588489. inhibition, % at 20 µM. hit rate 0.36% among 360,000; in the data active = inhibition above about 35%, passing the limit was not always enough;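 note: plate controls were DMSO wells with GST-MLLE for no effect and wells lacking GST-MLLE protein for full effect; some results filed as inactive read as strong as hits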
Active calls of the source: *; i = inactive; nt = not tested or not shown.

SMILES | Neddyl block | CSN deneddyl inh | MsrA act | TbMetRS inhib | Rin1 Abl inh | MsrA inh | eLon inh | FAS TE block | PABP1 MLLE inh
NC(=O)CNC(=O)[C@@H]1CC2(CC(c3ccc(Cl)cc3)=NO2)CN1C(=O)c1ccc(Br)cc1 (stereo partly drawn) | i | 3 | -6 | -0.4 | 5 | 0.3 | 12 | -5 | 8
COc1ccc(C(OC(=O)c2c(C)noc2C)C(=O)NC2CCCC2)cc1 (stereo not drawn) | i | -3 | 0 | 0.1 | 3 | -1.7 | -9 | 3 | 5
CCCCn1c(N)c(N(CC(C)C)C(=O)CCCn2c(=O)oc3ccccc32)c(=O)[nH]c1=O | i | 2 | -3 | -0.3 | 4 | 1.6 | 1 | -3 | -4
COc1ccc(CNC(=O)c2cnccn2)cc1 | i | 2 | 1 | 0.1 | 3 | 0.9 | 1 | -6 | 0
CCCCN(C(=O)c1ccco1)c1nnc(-c2cc(OC)c(OC)c(OC)c2)s1 | nt | 1 | 2 | -0.3 | 3 | 0.1 | -3 | -3 | -6
Cc1cc(NC(=O)CCCN2C(=O)c3cccnc3C2=O)ccc1Br | i | -1 | -2 | 0.3 | 3 | -0.2 | -6 | -2 | 0
Cc1cccc(OCCC(=O)NCC(c2ccccc2)N(C)C)c1 (stereo not drawn) | i | 1 | -4 | -0.6 | -6 | -0.2 | 5 | -8 | -18
COc1ccc(-c2csc(NC(=O)C3CSC4(C)CCC(=O)N34)n2)c(OC)c1 (stereo not drawn) | i | 0 | -2 | 0.0 | -3 | 1.4 | -2 | 7 | 8
Cc1ccc(C)c(NCC(=O)c2ccc(Cl)cc2)c1 | i | 1 | -5 | -1.0 | 2 | -0.5 | -11 | 20 | 20
CCn1c(-c2ccccc2Cl)nn(CC(=O)NCCc2ccccc2)c1=S | i | -2 | 0 | -1.0 | 1 | -0.8 | 0 | -5 | -5
CCc1ccc(C(=O)COC(=O)CNC(=O)c2ccc(N3C(=O)c4ccccc4C3=O)cc2)cc1 | i | 1 | -13 | -1.6 | -4 | -0.3 | 4 | -10 | -3
Cn1c(SCc2ccccc2)nc2c1c(=O)[nH]c(=O)n2C | i | 1 | -1 | -0.7 | -2 | -0.2 | -3 | -2 | -3
O=C(COC(=O)Cc1n[nH]c(=O)c2ccccc12)Nc1c(Br)cc([N+](=O)[O-])cc1Br | i | -5 | -3 | -0.2 | 1 | -0.1 | 0 | -3 | 5
COc1ccc(C(=O)COC(=O)CN2C(=O)c3ccccc3C2=O)c(OC)c1 | i | 0 | -3 | -0.5 | 3 | 1.1 | -21 | 11 | 1
S=c1[nH]nc(-c2ccco2)n1-c1cccc2ccccc12 | i | 10 | -8 | -0.9 | -3 | 0.5 | -1 | -13 | 2
CCS(=O)(=O)c1cc([N+](=O)[O-])c(Sc2ccccc2N)s1 | i | 4 | -3 | -0.1 | -5 | 0.3 | 3 | 10 | -102
CC(=O)C[C@@H](O)CC(=O)[C@H]1OC(=O)[C@H](C)C/C=C\Cc2ccccc21 | i | 0 | 0 | 1.1 | -2 | -1.4 | -12 | -12 | 17
COc1ccc2c(c1)C(=O)C(=O)N2CCS(=O)(=O)c1ccccc1 | i | -3 | -2 | 0.1 | -3 | 0.1 | 7 | -6 | -3
Cc1ccc(CN2CCN(Cc3cnc(N4CCOCC4)s3)CC2CCO)cc1 (stereo not drawn) | i | 0 | -6 | 0.1 | 1 | -0.2 | 2 | -4 | 3
Cc1cccc(C(=O)NN/C=C/C(=O)c2ccccc2)c1 | i | 2 | -1 | -1.4 | 0 | 0.1 | -11 | 4 | 4
C[C@H]1CNC(=O)C(=O)N1C[C@H](Cc1ccc(O)cc1)NC(=O)CC12CC3CC(CC(C3)C1)C2 | i | -4 | -12 | -0.1 | 2 | -1.4 | 16 | -11 | 8
Cc1[nH]c2ccccc2c1/C=N/NC(=O)c1cc(-c2ccccc2)n[nH]1 | i | -2 | -7 | -0.4 | -3 | 1.8 | 4 | 22 | 6
Cc1cc([N+](=O)[O-])ccc1NC(=O)c1cccc(NC(=O)C(C)C)c1 | i | -5 | -2 | -0.2 | 2 | 0.5 | 3 | 2 | 10
Cc1ccccc1OCc1nnc(SCc2cc(=O)[nH]c3ccccc23)n1-c1ccccc1 | i | -2 | -10 | -1.2 | 2 | 3.4 | 2 | 8 | -96

Taken from above:
In eLon inh, C[C@H]1CNC(=O)C(=O)N1C[C@H](Cc1ccc(O)cc1)NC(=O)CC12CC3CC(CC(C3)C1)C2 has 16
In FAS TE block, Cc1cc([N+](=O)[O-])ccc1NC(=O)c1cccc(NC(=O)C(C)C)c1 has 2
In CSN deneddyl inh, CC(=O)C[C@@H](O)CC(=O)[C@H]1OC(=O)[C@H](C)C/C=C\Cc2ccccc21 has 0
In MsrA inh, CCS(=O)(=O)c1cc([N+](=O)[O-])c(Sc2ccccc2N)s1 has 0.3
In FAS TE block, Cc1[nH]c2ccccc2c1/C=N/NC(=O)c1cc(-c2ccccc2)n[nH]1 has 22

(continued)
SMILES | Neddyl block | CSN deneddyl inh | MsrA act | TbMetRS inhib | Rin1 Abl inh | MsrA inh | eLon inh | FAS TE block | PABP1 MLLE inh
COc1ccc2c(-c3ccc(SC)cc3)c(-c3ccc(S(C)(=O)=O)cc3)sc2c1 | i | 1 | -6 | -0.2 | 5 | 3.7 | -3 | 29 | 12
FC(F)Sc1ccc(-n2cc(-c3ccccc3)[n+]3c2CCC3)cc1 | i | -3 | -4 | -0.3 | 3 | 2.9 | -14 | -12 | 15
COc1ccc(CN(C2CCCCC2C)S(=O)(=O)c2ccc(S(=O)(=O)N(C)C)cc2)cc1OC (stereo not drawn) | i | -10 | -8 | -0.8 | 2 | 0.9 | -4 | 32 | 0
Cc1ccc(S(=O)(=O)N2CCC(=O)N(CCOCc3ccc(Cl)cc3)CC2)cc1 | i | 3 | -3 | -0.3 | -1 | -0.2 | 2 | 18 | 16
CCOc1ccccc1NC(=O)CSc1nnc(CNC(=O)c2cc(OC)c(OC)c(OC)c2)o1 | i | -4 | -8 | -1.1 | 1 | -0.8 | 8 | -4 | -11
O=C(OCC(=O)N(C1CCCCC1)C1CCCCC1)c1ccncc1 | i | 0 | -2 | 0.1 | -2 | 0.3 | -9 | 1 | -29
Cc1ccc(S(=O)(=O)N2[C@@H](Cc3ccccc3)CO[C@H]2CC(=O)c2ccc(F)cc2)cc1 | i | 0 | nt | 0.2 | nt | 0.5 | nt | nt | nt
O=C(Cc1ccc(Br)cc1)N1CCN(C(=O)c2ccco2)CC1 | i | 0 | -3 | 0.0 | 0 | 0.4 | -1 | 2 | 4
COc1ccc(OC)c(CN(CCN2CCOCC2)C(=O)Nc2cccc(Cl)c2)c1 | i | -3 | -3 | 0.4 | 0 | 1.6 | 9 | -2 | 15
COc1ccc(NC(=S)Nn2cnnc2)cc1OC | i | 0 | 0 | 0.3 | 0 | 0.6 | 3 | -7 | 19
CCOC(=O)C1CCCN(C(=O)Cn2cccc2C(=O)c2ccccc2)C1 (stereo not drawn) | i | -2 | 0 | 0.2 | -4 | 0.4 | -4 | -8 | -12
CCN(CC)C(=O)c1ccc(-c2nnc(OC)c3ccccc23)cc1 | i | -1 | -2 | -0.1 | -2 | -0.3 | -2 | -3 | 10
COC(=O)c1ccc(Cn2nnc3c(=O)[nH]c(C4CCCN(S(=O)(=O)c5cccc(Cl)c5)C4)nc32)cc1 (stereo not drawn) | i | 1 | -4 | 0.0 | -1 | 0.5 | 6 | 26 | -6
CCc1cccc(CC)c1NC(=O)CN1CC(C)SC1=NC1CCCCC1 (stereo not drawn) | i | -2 | 0 | -0.6 | 3 | 0.2 | -7 | -3 | -6
Cc1ccc(-c2csc3ncnc(-n4nnc5ccccc54)c23)cc1C | i | 1 | -6 | -0.7 | -5 | -0.5 | 2 | 21 | 11
Cc1cccc(CCNC(=O)C2CCCN(c3ncnc4c3nc3n4CCCCC3)C2)c1 (stereo not drawn) | i | -1 | -1 | -0.6 | 0 | -0.5 | -3 | 5 | 13
CCC(=O)c1ccc(OC(C)C(=O)NC2(C#N)CCCCC2)cc1 (stereo not drawn) | i | -1 | -2 | -0.1 | 2 | -1.3 | -9 | 0 | 1
O=C(COc1ccccc1-c1ccccc1)Nc1ccc(S(=O)(=O)NCc2ccco2)cc1 | i | 0 | 4 | 0.1 | 2 | -0.1 | -17 | 18 | 1
Cc1cc(S(=O)(=O)NC2CCCCC2)ccc1OCC(=O)NCc1ccccn1 | i | 0 | -10 | -2.7 | 1 | 0.8 | -4 | -3 | 3
CCOCCCN(CC(=O)NC1CCCC1)C(=O)C(=O)Nc1ccc2c(c1)OCCO2 | i | 0 | 0 | 0.2 | 2 | 0.2 | 1 | -8 | 2
COc1cccc(-c2nn(C)c3sc(C(=O)NCCCN(C)Cc4ccccc4)cc23)c1 | nt | 1 | 2 | -1.0 | 1 | 0.8 | 6 | 5 | 22
COc1ccccc1C(=O)Nc1sc2c(c1C(=O)NCc1ccco1)CCCC2 | nt | 0 | -5 | -0.1 | 0 | 0.4 | -13 | 0 | -6
CN(C(=O)CSc1nnc(-c2c[nH]c3ccccc23)o1)C1CCS(=O)(=O)C1 (stereo not drawn) | i | 4 | -6 | 8.7* | 4 | -0.4 | -8 | -7 | -110
O=C(N/C(=C/c1cccc([N+](=O)[O-])c1)C(=O)N1CCCCC1)c1ccco1 | i | -2 | -4 | -0.2 | 0 | 1.4 | 3 | -1 | -3
Cc1cc(C)nc(N/N=C/c2cn[nH]c2-c2ccc(F)cc2)n1 | i | 1 | -3 | -0.2 | -2 | 1.3 | 9 | -2 | -22
CC(=O)NC12CC3CC(C1)CC(C(=O)Nc1nc4ccc(S(C)(=O)=O)cc4s1)(C3)C2 | i | 3 | -2 | -0.2 | 0 | -0.9 | -1 | -2 | -13
O=C(CN(C(=O)CNC(=O)c1cccs1)c1ccc2c(c1)OCCO2)NC1CCCC1 | i | -1 | -2 | -0.5 | 4 | -0.5 | -3 | 2 | 2
Cc1ccc(C(=O)Nc2cnc3ccccc3c2)cc1 | i | 0 | -10 | -2.9 | -3 | -0.1 | 2 | -10 | 5
COc1ccc(NC(=O)CN(C)S(=O)(=O)c2ccc(Cl)cc2)cc1Cl | i | -1 | 1 | -0.1 | 2 | -0.8 | -3 | 5 | 2
N#Cc1ccc(NC(=O)Cn2cnc(S(=O)(=O)N3CCc4ccccc43)c2)cc1 | i | -1 | -2 | 0.2 | 1 | 1.4 | -1 | 0 | -9
C=C(C)c1cccc(C(C)(C)NC(=O)N2CCCCC2CC)c1 (stereo not drawn) | i | -2 | -11 | -0.6 | 0 | -1.4 | -2 | -2 | -9
C#CCOCCOCCOCCNc1nc(N2CCOCC2)nc(N2CCN(C(=O)[C@H]([C@@H](C)O)n3cc(CCCCN)nn3)CC2)n1 | i | 3 | -10 | -0.1 | 4 | -0.7 | 2 | -3 | 19
O=C(NCC1CCCO1)NC1CCCCC1 (stereo not drawn) | i | -3 | 2 | -0.3 | 2 | -0.6 | -7 | -12 | 3
Cc1ccc(N2C(=O)c3ccccc3C2Nc2ccccc2)nc1 (stereo not drawn) | i | 0 | -3 | -2.0 | 1 | 0.3 | 3 | 2 | -3

Some of the entries so far, with values under each structure:
Results follow in this order: Neddyl block	CSN deneddyl inh	MsrA act	TbMetRS inhib	Rin1 Abl inh	MsrA inh	eLon inh	FAS TE block	PABP1 MLLE inh
> Cc1ccc(C(=O)Nc2cnc3ccccc3c2)cc1
    i	0	-10	-2.9	-3	-0.1	2	-10	5
> C=C(C)c1cccc(C(C)(C)NC(=O)N2CCCCC2CC)c1 (stereo not drawn)
    i	-2	-11	-0.6	0	-1.4	-2	-2	-9
